# Pf apPOL block: Pf-apPOL inhibitors, biochemical, fluorescence. Recombinant Pf-apPOL, molecular beacon fluorescence, 1.5 h. 210,000 compounds, 0.25% hits. inhibition, % at 10 µM
# mHTT CaM bind: mutant huntingtin-calmodulin interaction inhibitors – biochemical, AlphaScreen, primary screen. AID 1671202, 2021. inhibition, % at 15 µM. AlphaScreen His-mHTT/GST-CaM binding, luminescence. 190,000 compounds, 3.6% hits;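 note: 0% = both proteins with DMSO and 100% = one protein alone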
# Target sequence (P42858 whole entry, looked up, stated change not applied): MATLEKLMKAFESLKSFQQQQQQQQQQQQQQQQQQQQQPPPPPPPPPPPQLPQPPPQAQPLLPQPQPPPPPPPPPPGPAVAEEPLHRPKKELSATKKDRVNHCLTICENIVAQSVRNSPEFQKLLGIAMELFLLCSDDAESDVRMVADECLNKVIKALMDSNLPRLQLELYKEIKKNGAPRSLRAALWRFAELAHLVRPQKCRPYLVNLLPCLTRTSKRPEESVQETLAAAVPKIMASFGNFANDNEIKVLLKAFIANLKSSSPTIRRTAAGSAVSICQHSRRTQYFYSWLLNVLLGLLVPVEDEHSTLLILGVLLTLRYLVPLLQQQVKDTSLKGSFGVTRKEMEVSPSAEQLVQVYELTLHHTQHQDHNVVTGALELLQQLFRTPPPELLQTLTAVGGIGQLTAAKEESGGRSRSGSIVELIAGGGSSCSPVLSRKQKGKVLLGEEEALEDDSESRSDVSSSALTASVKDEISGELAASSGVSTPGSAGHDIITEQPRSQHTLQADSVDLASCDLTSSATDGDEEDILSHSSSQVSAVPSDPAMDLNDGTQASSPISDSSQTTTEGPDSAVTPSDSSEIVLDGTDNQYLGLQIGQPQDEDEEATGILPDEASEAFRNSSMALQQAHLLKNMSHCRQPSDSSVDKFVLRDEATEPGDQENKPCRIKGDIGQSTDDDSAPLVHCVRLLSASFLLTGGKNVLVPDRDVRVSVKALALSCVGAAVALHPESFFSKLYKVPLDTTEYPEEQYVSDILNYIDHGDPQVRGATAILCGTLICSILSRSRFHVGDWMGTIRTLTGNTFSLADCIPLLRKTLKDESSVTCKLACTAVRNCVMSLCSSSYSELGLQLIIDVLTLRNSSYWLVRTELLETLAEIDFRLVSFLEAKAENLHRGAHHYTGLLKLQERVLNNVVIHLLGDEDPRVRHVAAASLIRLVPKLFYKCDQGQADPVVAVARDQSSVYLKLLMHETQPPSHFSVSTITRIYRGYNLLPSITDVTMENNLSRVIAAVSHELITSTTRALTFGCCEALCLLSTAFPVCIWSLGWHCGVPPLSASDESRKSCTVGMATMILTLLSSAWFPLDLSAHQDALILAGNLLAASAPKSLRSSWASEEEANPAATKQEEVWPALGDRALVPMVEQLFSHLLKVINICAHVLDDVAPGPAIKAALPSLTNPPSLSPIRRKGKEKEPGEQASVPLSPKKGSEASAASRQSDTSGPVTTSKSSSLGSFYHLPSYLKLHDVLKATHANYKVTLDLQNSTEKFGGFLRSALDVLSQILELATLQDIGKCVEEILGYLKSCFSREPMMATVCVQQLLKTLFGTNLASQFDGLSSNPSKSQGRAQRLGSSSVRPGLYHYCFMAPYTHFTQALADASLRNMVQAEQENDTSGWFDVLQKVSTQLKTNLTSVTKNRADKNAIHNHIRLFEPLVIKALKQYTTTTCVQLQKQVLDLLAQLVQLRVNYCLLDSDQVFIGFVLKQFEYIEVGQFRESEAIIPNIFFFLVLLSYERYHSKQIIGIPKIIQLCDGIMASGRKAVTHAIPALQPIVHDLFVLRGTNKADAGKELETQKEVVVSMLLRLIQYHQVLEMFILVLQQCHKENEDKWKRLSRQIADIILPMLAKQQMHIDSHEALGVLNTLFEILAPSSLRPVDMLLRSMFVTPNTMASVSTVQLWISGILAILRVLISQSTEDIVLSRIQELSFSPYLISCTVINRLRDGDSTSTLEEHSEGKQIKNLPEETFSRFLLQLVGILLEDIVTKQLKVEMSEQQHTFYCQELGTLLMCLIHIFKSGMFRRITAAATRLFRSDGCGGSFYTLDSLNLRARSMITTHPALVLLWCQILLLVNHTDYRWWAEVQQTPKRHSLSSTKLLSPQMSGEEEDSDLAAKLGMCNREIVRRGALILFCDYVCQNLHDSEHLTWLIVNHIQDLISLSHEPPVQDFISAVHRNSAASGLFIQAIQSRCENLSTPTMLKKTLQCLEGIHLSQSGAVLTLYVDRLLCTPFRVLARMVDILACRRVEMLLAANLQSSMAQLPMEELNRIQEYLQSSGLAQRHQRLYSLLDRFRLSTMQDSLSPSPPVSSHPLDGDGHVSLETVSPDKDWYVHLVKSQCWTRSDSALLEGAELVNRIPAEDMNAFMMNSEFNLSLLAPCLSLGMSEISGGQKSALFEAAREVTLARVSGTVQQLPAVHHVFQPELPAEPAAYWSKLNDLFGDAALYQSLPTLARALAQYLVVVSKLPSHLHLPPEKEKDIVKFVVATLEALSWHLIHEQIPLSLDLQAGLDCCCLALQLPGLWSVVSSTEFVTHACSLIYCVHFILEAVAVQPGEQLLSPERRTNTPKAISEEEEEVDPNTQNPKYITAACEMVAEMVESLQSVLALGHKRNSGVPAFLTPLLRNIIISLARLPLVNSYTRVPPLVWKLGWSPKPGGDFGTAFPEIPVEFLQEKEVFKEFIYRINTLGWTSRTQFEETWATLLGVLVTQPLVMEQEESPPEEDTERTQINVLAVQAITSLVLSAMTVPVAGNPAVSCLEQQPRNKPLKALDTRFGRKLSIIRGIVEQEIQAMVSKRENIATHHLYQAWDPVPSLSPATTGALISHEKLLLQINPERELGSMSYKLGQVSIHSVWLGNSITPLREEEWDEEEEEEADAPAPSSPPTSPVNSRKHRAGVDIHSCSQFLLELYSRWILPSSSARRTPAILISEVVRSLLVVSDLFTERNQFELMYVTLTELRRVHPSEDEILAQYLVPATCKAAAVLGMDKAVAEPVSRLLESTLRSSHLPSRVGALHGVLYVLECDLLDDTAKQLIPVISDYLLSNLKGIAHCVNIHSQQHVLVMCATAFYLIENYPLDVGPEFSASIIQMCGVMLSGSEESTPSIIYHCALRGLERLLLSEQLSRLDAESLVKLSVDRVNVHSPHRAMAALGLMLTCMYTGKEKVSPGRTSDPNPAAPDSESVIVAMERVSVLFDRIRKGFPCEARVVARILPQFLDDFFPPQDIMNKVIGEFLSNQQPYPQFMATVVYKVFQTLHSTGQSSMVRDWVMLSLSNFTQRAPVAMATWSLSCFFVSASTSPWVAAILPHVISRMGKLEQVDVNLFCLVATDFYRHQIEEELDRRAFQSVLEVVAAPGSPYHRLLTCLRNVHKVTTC
# * hit, by the source's call; i = inactive; · = not tested or not shown; & = joins results of further samples. Cut-off read from the data, not from the text of the source: active = inhibition above about 50%; inactive = the rest. Random draw from the library. Share with any hit: about 3.6%.
structure | Pf apPOL block | mHTT CaM bind
Cc1ccc(S(=O)(=O)N2CCCC(C(=O)N3CCc4ccccc4C3)C2)cc1 (stereo not drawn) | -6 | -2
NC(=O)c1c(N=Cc2ccccc2Cl)sc2c1CCCC2 | -2 | ·
COc1cc(C=O)ccc1OCCc1ccccc1 | -5 | -9
Cc1ccc(S(=O)(=O)n2c(C)nc3ccccc32)c(C)c1C | -2 | -15
CCC(=O)N1CCN(c2nc3c(s2)CC(C(=O)NCCOC)CC3)CC1 (stereo not drawn) | 0 | 13
CCC(=O)N1CCN(C(=O)c2ccccc2)CC1 | -2 | ·
CC(C)C(=O)Nc1cnc(-c2ccc(F)cc2)nc1 | 3 | -3
Cc1ccc(C(=O)N2CCCN(c3cc(-c4ccc5c(c4)OCO5)[nH]n3)CC2)cc1 | -3 | 26
Cc1ccc(CC(=O)N2CCc3c(c(-c4nc(C)no4)nn3C)C2)cc1 | -2 | -1
Cc1ccc(N2C(=O)CC(NCCc3cccc(F)c3)C2=O)cc1 (stereo not drawn) | -6 | -3
CCOCCn1c(=NC(=O)CSC(C)=O)sc2cc(OC)ccc21 | -6 | -4
O=[N+]([O-])c1ccc(-c2nc(C=Nc3cccnc3Cl)c(O)o2)cc1 | -1 | -2
O=C(NCC1(O)CCOCC1)C1CCCCC1 | -6 | -3
C=CCn1c(SCC(=O)Nc2ccc(Cl)cc2C)nc2ccccc2c1=O | -2 | 3
CC(C)(C)S(=O)(=O)c1ccccc1-c1noc(-c2ccccc2)c1C(N)=O | 0 | 1
O=S(=O)(Nc1ccc(N2CCOCC2)cc1)c1ccc(F)cc1 | 10 | 2
CC(=O)c1ccc2c(c1)OCCOCCOc1ccc(C(C)=O)cc1OCCO2 | 0 | 7
CC1(C)Cc2c(cnn2-c2ccccc2)C(=O)N(Cc2ccccc2)C1=O | -5 | -2
CCC(=O)N1CCc2cc(N3CC(C(=O)Nc4cc(C)ccc4C)CC3=O)ccc21 (stereo not drawn) | 0 | 3
Cc1cccc(C(=O)Nc2cccc(-c3nnc(-c4ccco4)o3)c2)c1 | -7 | 0
CCN(CC)CC#CC(C)(O)C(C)C (stereo not drawn) | 2 | -1
CN(C)C(=O)c1cc2c(s1)CCC(C(=O)NCc1cccc(C(F)(F)F)c1)C2 (stereo not drawn) | -4 | 8
O=C(NCCN1CCOCC1)C1CCN(c2nnc3ccccn23)CC1 | -7 | -7
Nc1nccc(-c2ccc(NC(=O)Nc3cccc(Cl)c3)cc2)n1 | 1&4 | ·
CCCc1cc(C2CCCN2C(=O)Nc2ccc(CC)cc2)no1 (stereo not drawn) | -3 | -8
COc1ccc(OC)c(NC(=O)NCCC2CCN(S(=O)(=O)c3ccccc3)CC2)c1 | -2 | 42
COc1ccccc1N1CCN(Cc2cc(=O)oc3cc(C)ccc23)CC1 | -3 | 6
CCC(C)NC(=O)C1CC1c1ccccc1 (stereo not drawn) | -1 | -8
Cc1ccc(NC(=O)N2CCc3c(c(-c4nc(C)no4)nn3C)C2)cc1 | 0 | 37
Cc1cccn2c(=O)c3cc(C(=O)NCc4cccnc4)c(=N)n(CC4CCCO4)c3nc12 (stereo not drawn) | -6 | -4
O=c1oc(-c2cc3ccccc3s2)ns1 | · | 7
COc1ccc(OCCSc2ncccn2)cc1 | 0 | -8
COc1cccc(-c2cc(C(=O)NCCCn3ccnc3)c3ccccc3n2)c1 | -3 | 5
CCOc1cc2c(cc1OCC)C(C(=O)O)C(c1ccc(F)cc1Cl)N(C)C2=O (stereo not drawn) | -3 | 13
Nc1nnc(CCC(=O)c2ccccc2)s1 | -31 | 14
CC(=O)c1ccc(S(=O)(=O)N2CCC(CN3CCCCCC3)CC2)cc1 | -5 | -1
Cc1nc(SC2CCCCC2=O)c(C#N)c(-c2cccs2)c1C(=O)Nc1ccccc1 (stereo not drawn) | 3 | 5
COc1ccc(N2CCN(C(=O)c3ccccc3Cl)C(C)C2=O)cc1OC (stereo not drawn) | 4 | -5
Cc1ccccc1/C=C(\C#N)c1ccc([N+](=O)[O-])cc1 | -6 | 21
COC(=O)c1ccc(C(=O)NCC(O)C2CCCCC2)cc1 (stereo not drawn) | -6 | -2
CCOC(=O)C1=C(C)NC2=C(C(=O)CC(C)(C)C2)C1c1ccc(C)s1 (stereo not drawn) | · | -3
CC1=C(C(=O)NC2CCN(Cc3ccccc3)CC2)C2(CCCCC2)OC1=O | -6 | 9
CC12CCCCC1=NC(c1ccc([N+](=O)[O-])cc1)N2O (stereo not drawn) | 1 | 0
O=C(NCc1ccccc1)C1CCN(c2ncccc2-c2nc(-c3ccccc3)no2)CC1 | -1 | -7
COc1ccc(CC(=O)Nc2ccc(Nc3ccccc3)cc2)cc1OC | -7 | 62*
CCOC(=O)c1oc2cc(O)ccc2c(=O)c1-c1ccc(Br)cc1 | -10 | 8
CCOc1ccccc1CNC(=O)C1CC(=O)N(c2cccc(NC(C)=O)c2)C1 (stereo not drawn) | -4 | -1
COc1ccccc1-c1coc2cc(OC(=O)c3ccc([N+](=O)[O-])cc3)ccc2c1=O | -7 | -7
COc1ccccc1C(=O)Nc1c2c(nn1-c1cccc(C)c1)CSC2 | -4 | 3
COc1ccc(Cl)cc1S(=O)(=O)N1CCC(CN2CCCCC2)CC1 | 1 | 4

# (listing goes on)
structure | Pf apPOL block | mHTT CaM bind
CCOC(=O)c1cc(NS(=O)(=O)c2cccc3nonc23)ccc1N1CCCCC1 | 0 | ·
COc1cccc(NC(=O)C2(C)Oc3cccnc3NC2=O)c1 (stereo not drawn) | -6 | 3
CC(C(=O)NC1CC2CCC1C2)N(c1ccccc1)S(C)(=O)=O (stereo not drawn) | -6 | -2
COCCc1nc(C2CCCN(Cc3ccc4cc[nH]c4c3)C2)n[nH]1 (stereo not drawn) | 2 | 19
COc1ccc(N2CCN(C(C)C(=O)N3CCOCC3)CC2)cc1 (stereo not drawn) | -2 | -1
Cc1cc(C)cc(N=Cc2[nH]c3ccc(Br)c(Cl)c3c2O)c1 | -3 | 4
COc1ccc(CNC2=CC(=O)OC23CCCCC3)cc1 | -10 | 0
CCCN(C)C(=O)c1nc2ccccc2n(C)c1=O | -1 | -1
Oc1ccc(Cl)cc1C1=NC2(CCNCC2)NC(c2ccccc2O)C1 (stereo not drawn) | -4 | 100*
O=C(NCc1ccc2c(c1)OCO2)C(=O)Nc1ccccc1Cl | -14 | 1

# Part of the list above in order of molecular weight, largest number first:
structure | Pf apPOL block | mHTT CaM bind
Oc1ccc(Cl)cc1C1=NC2(CCNCC2)NC(c2ccccc2O)C1 (stereo not drawn) | -4 | 100*
COCCc1nc(C2CCCN(Cc3ccc4cc[nH]c4c3)C2)n[nH]1 (stereo not drawn) | 2 | 19
O=C(NCc1ccc2c(c1)OCO2)C(=O)Nc1ccccc1Cl | -14 | 1

# Continuation.
structure | Pf apPOL block | mHTT CaM bind
CCc1nnc(NC(=O)C2CCCCC2)s1 | -10 | -3
CCNCc1nc2sc3c(c2c(=O)[nH]1)CCC(C)C3 (stereo not drawn) | -2 | -4
O=C(O)C1CCN(S(=O)(=O)c2ccc(Cl)cc2)CC1 | -5 | -12
COc1ccc(OC)c(CN2C(=O)c3ccccc3C2C(=O)NCc2cccnc2)c1 (stereo not drawn) | 5 | -1
Cc1nn(C)c2[nH]c3c(c(=O)c12)CSC3 | -2 | ·
CCCn1c(C2CCN(S(=O)(=O)c3ccccc3)C2)nc2cccnc21 (stereo not drawn) | -3 | 0
Cc1cccc(N2CCN(C(=O)C3CCC3)C(C)C2=O)c1 (stereo not drawn) | -7 | -6
CCCCC(F)(F)[C@@]1(O)CC[C@H]2[C@@H](CC(=O)[C@@H]2CCCCCCC(=O)O)O1 | -8 | ·
Cc1cc(C(=O)N2CCC(CCOc3ccccc3)CC2)nn1C | -2 | 11
Oc1[nH]c(=S)sc1C=CC=CC=Nc1ccccc1 | · | 95*
Cc1ccc(NC(=O)CCCNS(=O)(=O)c2ccc(Cl)cc2)cc1 | -11 | -11
CCCN1CCC(=O)N([C@H](COc2ccccc2)Cc2ccccc2)CC1 | -8 | 7
Cc1ccc(C)c(NC(=O)C(=O)NCc2ccco2)c1 | -7 | 2
Cc1cccc(N(CC(=O)Nc2cccc([N+](=O)[O-])c2)S(=O)(=O)c2ccccc2)c1C | -8 | 45
CCC(CC)C(=O)NCCC1CCN(C(=O)c2ccc(C)cc2)CC1 | -4 | -3
CCCNC(=O)CC1Sc2ncccc2N(CC(C)C)C1=O (stereo not drawn) | 0 | -1
C[C@@H]1COc2cc(N3CC[C@H](O)C3)ccc2S(=O)(=O)N1 | -3 | -14
O=C(Nc1ccccc1Cl)C1CN(C(=O)c2ccncc2)CC12CCCCC2 (stereo not drawn) | -2 | 5
O=S(=O)(c1ccc(-n2cnnn2)cc1)c1ccc(-n2cnnn2)cc1 | · | -4&-1
O=C(O)CCc1cn(CCC(=O)O)cn1 | · | -7
O=C1c2cccnc2C(=O)N1c1ccc(Sc2ccc([N+](=O)[O-])cc2)cc1 | 0 | 2
CC(C)(C)NC(=O)c1ccc(CN2CCc3ccccc3C2)cc1 | 4 | -3
CCn1cnc2cc(NCc3ccncc3)ccc21 | -4 | 2
CCCc1noc(Cn2ccnc2)n1 | -2 | -4
CCC(=O)Nc1cc2nn(-c3ccc(Cl)cc3)nc2cc1C | -8 | -2
COc1cc(-c2noc(C)n2)ccc1OCc1ccccc1F | -3 | -21
CC(=O)Nc1ncc2c(n1)CC(c1ccco1)CC2=O (stereo not drawn) | 4 | 0
O=C(O)CCCCc1cccs1 | · | -4
O=C1CSC(=Nc2ccccn2)N1C1CCCCC1 | -5 | 0
COc1ccccc1NC(=O)N1CCCC1c1nc(-c2ccccc2OC)no1 (stereo not drawn) | 1 | 1
Cc1cc(C)n(CC(=O)N2CCN(c3ncccn3)CC2)n1 | -1 | -6
Cc1ccc(S(=O)(=O)N2CCN(C(=O)c3ccc([N+](=O)[O-])cc3)C2C(C)C)cc1 (stereo not drawn) | 0 | 5
CC1=C(C(=O)Nc2ccccc2)C(c2ccccc2Cl)n2nnnc2N1 (stereo not drawn) | -2 | -1
Cc1ccc(NC(=O)COc2coc(CSc3nncn3C)cc2=O)cc1Cl | 0 | 10
COc1ccccc1CNC(=O)c1cn(C2CCCC2)c(=O)c2c1c1ccccc1n2C | 4 | 1
COc1ccc(CNC(=O)C2(C)CCCN(C(=O)c3ccccc3Cl)C2)cc1 (stereo not drawn) | 4 | 8
COC(=O)COc1ccc2c(c1C)OC(=Cc1ccc3c(c1)OCO3)C2=O | -3 | 3
COc1cc(C=C2C(=O)OC(C)(C(C)(C)C)OC2=O)cc(Br)c1OC (stereo not drawn) | 3 | 0
COc1ccc(-c2nnc(NC(=O)c3ccc(S(=O)(=O)N4CCCC4)cc3)o2)c(OC)c1 | -8 | 7
CN1C(=O)/C(=N\OC(=O)c2ccccc2Cl)c2ccccc21 | -6 | i
Cc1onc(-c2ccccc2)c1C1=N/C(=C\c2ccc(Cl)cc2)C(=O)O1 | -1 | 3
O=C1OC(c2cccc([N+](=O)[O-])c2)=N/C1=C\c1ccc(OCc2ccccc2)cc1 | 26 | 1
NC(=O)c1ccccc1NC(=O)c1ccccc1I | 5 | 0
COc1ccccc1NC(=O)c1occc1C | -10 | -5
COc1ccc2c(c1)sc(=NC(=O)c1ccc(S(=O)(=O)N3CCCCC3C)cc1)n2C (stereo not drawn) | 2 | -6
Nc1nonc1-c1noc(-c2ccc(NC(=O)C(F)(F)F)cc2)n1 | 0 | 1
O=C(Nc1c2c(nn1-c1ccccc1)CSC2)c1ccccc1 | -4 | 44
O=C1C2C3C=CC(C4CC34)C2C(=O)N1c1cc(C(F)(F)F)ccc1Cl (stereo not drawn) | 3 | -12
O=C(Nc1nnc(-c2cc(Cl)sc2Cl)o1)c1ccc([N+](=O)[O-])o1 | 13 | -12
CCOc1ccccc1-c1noc(-c2ncn3c2COC(c2ccc(OC)cc2)C3)n1 (stereo not drawn) | -6 | 31

# (listing goes on)
structure | Pf apPOL block | mHTT CaM bind
COc1cccc(C(=O)N2CCC(COc3ccccc3C(=O)N3CCOCC3)CC2)c1 | -22 | 1
Cc1oc(C2CCN(C(=O)c3ccc(F)cc3F)CC2)nc1C(=O)N1CCCCC1 | -3 | 3
O=C(NCCC1CCN(C(=O)NC2CCCCC2)CC1)c1ccccc1F | 3 | -2
Cc1ccc(COCc2nn(C)c3c2CN(C(=O)Nc2cccnc2)CC3)cc1 | -6 | 2
COc1ccc(-n2ncc3c(NCc4ccc(F)cc4)ncnc32)cc1 | -6 | 8
O=c1[nH]nc(-c2cccs2)cc1CC1CCCCC1 | -6 | ·
Cc1cccc(C)c1NC(=O)C1(N(Cc2ccco2)C(=O)Cn2nnnc2N)CCCCC1 | -1 | 36
OC1(C(F)(F)F)CC(/C=C/c2cccs2)=NO1 (stereo not drawn) | 4 | -2
Nc1nnc(SC/C=C/c2ccc([N+](=O)[O-])cc2)s1 | -11 | 10
CCCNC(=O)C1CCCN(c2nc3c(s2)c(C)nn3-c2ccc(Cl)cc2)C1 (stereo not drawn) | -8 | -5
Cc1ccc(S(=O)(=O)N2CCC(n3c(-c4ccoc4)nc4cccnc43)C2)cc1Cl (stereo not drawn) | -2 | 20
O=C(c1ccc2c(c1)OCO2)N1CCc2c(nc[nH]c2=O)C1 | -6 | 1

# Structures from the list above with a thiophene ring, fused or not, in the order listed:
structure | Pf apPOL block | mHTT CaM bind
NC(=O)c1c(N=Cc2ccccc2Cl)sc2c1CCCC2 | -2 | ·
CN(C)C(=O)c1cc2c(s1)CCC(C(=O)NCc1cccc(C(F)(F)F)c1)C2 (stereo not drawn) | -4 | 8
O=c1oc(-c2cc3ccccc3s2)ns1 | · | 7
Cc1nc(SC2CCCCC2=O)c(C#N)c(-c2cccs2)c1C(=O)Nc1ccccc1 (stereo not drawn) | 3 | 5
CCOC(=O)C1=C(C)NC2=C(C(=O)CC(C)(C)C2)C1c1ccc(C)s1 (stereo not drawn) | · | -3
CCNCc1nc2sc3c(c2c(=O)[nH]1)CCC(C)C3 (stereo not drawn) | -2 | -4
O=C(O)CCCCc1cccs1 | · | -4
O=C(Nc1nnc(-c2cc(Cl)sc2Cl)o1)c1ccc([N+](=O)[O-])o1 | 13 | -12
O=c1[nH]nc(-c2cccs2)cc1CC1CCCCC1 | -6 | ·
OC1(C(F)(F)F)CC(/C=C/c2cccs2)=NO1 (stereo not drawn) | 4 | -2
